POLB inh = blocks human DNA polymerase beta activity | Potency, µM (series often up to 114 µM), without a hit: at the highest dose activity change, negative = inhibition, most hits filed as inhibitors | Pol beta primer extension/strand displacement, fluorescence kinetic | AID 485314 | 1.3% of 340,000 active; note: potency is the fitted concentration of half-maximal effect; % is set by controls: 0 for no effect and ±100 for the full control effect
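Values derive from four-parameter Hill fits of normalized kinetic data: reads at 0 and 10 min following addition of 50 nM substrate to 10 nM Pol beta preincubated 15 min with compound.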
POLK inh = DNA polymerase kappa (human) inhibition | Q9UBT6 | purified Pol kappa, fluorescent DNA synthesis assay, 10 min | Potency, µM (series often up to 107 µM), for inactives: at the highest dose activity, negative = inhibition, hits mostly inhibitors | 0.53% of 400,000 active | AID 588579; note: potency is the fitted concentration of half-maximal effect; % is set by controls: 0 for no effect and ±100 for the full control effect
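Readout: fluorescence, taken kinetically at 0 and 10 min. Conditions: 10 nM Pol kappa, 15 min RT compound preincubation, 50 nM substrate final. Controls: enzyme-free buffer wells.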
Pol iota inh = blocks human DNA polymerase iota activity; Pol iota fluorescent replication assay, 10 min; 1% of 390,000 active; Potency, µM (doses to about 115 µM), without a hit: top-dose activity, negative = inhibition, most hits filed as inhibitors; note: potency is the fitted concentration of half-maximal effect
Target sequence (Q9UNA4 whole entry, looked up): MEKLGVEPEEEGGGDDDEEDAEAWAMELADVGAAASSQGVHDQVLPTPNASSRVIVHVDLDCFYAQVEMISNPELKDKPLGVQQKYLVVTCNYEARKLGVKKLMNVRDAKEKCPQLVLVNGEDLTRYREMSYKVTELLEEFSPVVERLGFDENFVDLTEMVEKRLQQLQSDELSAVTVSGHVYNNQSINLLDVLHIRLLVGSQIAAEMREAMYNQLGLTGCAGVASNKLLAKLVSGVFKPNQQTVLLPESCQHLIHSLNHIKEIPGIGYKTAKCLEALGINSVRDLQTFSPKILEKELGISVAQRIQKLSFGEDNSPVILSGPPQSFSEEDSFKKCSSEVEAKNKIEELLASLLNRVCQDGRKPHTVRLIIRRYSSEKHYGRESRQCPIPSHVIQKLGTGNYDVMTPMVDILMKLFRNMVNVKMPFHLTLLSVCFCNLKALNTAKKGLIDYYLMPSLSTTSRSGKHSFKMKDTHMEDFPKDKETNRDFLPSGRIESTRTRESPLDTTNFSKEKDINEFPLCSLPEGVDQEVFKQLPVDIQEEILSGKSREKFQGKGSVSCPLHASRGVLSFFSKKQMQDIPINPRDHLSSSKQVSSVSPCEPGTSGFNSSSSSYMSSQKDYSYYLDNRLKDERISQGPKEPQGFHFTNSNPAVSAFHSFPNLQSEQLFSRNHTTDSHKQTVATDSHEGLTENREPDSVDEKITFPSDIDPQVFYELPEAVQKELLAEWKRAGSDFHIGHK
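Fluorescent replication assay read twice, at 0 min and 10 min after adding 50 nM (final) substrate. Enzyme (10 nM) and compounds were first incubated 15 min at room temperature; enzyme-free buffer wells were negative controls.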
PGK inhibitor = inhibitors of T. brucei phosphoglycerate kinase. 0.043% of 380,000 active. PGK/GAPDH coupled, Kinase-Glo luminescence, 60 min. P07378. Potency, µM (highest dose often 57.5 µM), for inactives: top-dose activity change, negative = inhibition, hits mostly inhibitors; note: potency is the fitted concentration of half-maximal effect; % is set by controls: 0 for no effect and ±100 for the full control effect; nearly all actives have a fitted effect of over 60% in size
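Luminescent ATP detection (Kinase-Glo Plus) follows a 60-minute room-temperature incubation, with wells lacking PGK as controls. Buffer: 100 mM TEA (pH 7.6), 5 mM MgCl2, 0.01% Tween-20. Coupling enzyme GAPDH (100 nM final) supplies unstable 1,3-BPG in-well.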
APE1 inh = APE1 (human) endonuclease inhibition; P27695; recombinant APE1, TAMRA/BHQ-2 abasic DNA cleavage fluorescence; Potency, µM (top dose mostly 65.8 µM), without a hit: at the top dose activity change, negative = inhibition, usual class: inhibitors; 0.35% of 350,000 active; AID 2517;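 note: potency is the fitted concentration of half-maximal effect; plate controls were vehicle for no effect and reference inhibitor for full effect; nearly all actives have a fitted effect of over 55% in size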
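Readout is kinetic fluorescence (ex 525, em 598 nm) from cleavage of 50 nM TAMRA/BHQ-2 THF abasic duplex by 0.75 nM APE1, compound added 15 min beforehand at RT.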
Pol eta inh = inhibitors of human DNA polymerase eta; 1.2% of 390,000 active; Q9Y253; Potency, µM (titrated, usually from 114 µM), for the others: at the top dose activity change, negative = inhibition, most hits filed as inhibitors; recombinant Pol eta, fluorescent DNA replication assay; note: potency is the fitted concentration of half-maximal effect; % is set by controls: 0 for no effect and ±100 for the full control effect
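Pol eta at 10 nM preincubated with compounds 15 min at room temperature; reaction started with fluorescent substrate (50 nM final) and read kinetically at 0 and 10 min.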
Anesthetic bind = candidate novel general anesthetic via apoferritin binding | AID 485281 | Potency, µM (titrated, usually from 77.5 µM), for the others: at the highest dose activity change, negative = displacement, most hits filed as inhibitors | apoferritin/1-aminoanthracene competitive binding, fluorescence | P02791 | 0.074% of 350,000 active; note: potency is the fitted concentration of half-maximal effect; % is set by controls: 0 for no effect and ±100 for the full control effect; nearly all actives have a fitted effect of over 20% in size
Target sequence (P02791 2-175 limits assumed): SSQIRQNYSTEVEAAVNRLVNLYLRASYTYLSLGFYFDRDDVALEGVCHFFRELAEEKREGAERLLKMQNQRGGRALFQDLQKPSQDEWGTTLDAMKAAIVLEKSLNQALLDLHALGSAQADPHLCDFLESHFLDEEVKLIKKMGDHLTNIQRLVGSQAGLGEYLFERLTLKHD
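Probe: 1-aminoanthracene (50% saturated, PBS). Protein: horse-spleen apoferritin, 10 uM. Incubation: 10 min, room temperature. Detection: 380 nm excitation, 535 nm emission. Analysis: normalized response, four-parameter Hill.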
RXFP1 antag = RXFP1 (human) relaxin receptor antagonism; Q9HBX9; activity change, negative = inhibition, % at 57.5 µM; HEK293-RXFP1, relaxin-stimulated cAMP HTRF, 30 min; stronger effect = lower value; 0.59% of 350,000 active;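 active = activity change of -60% or lower, but not beyond a set lower limit; inconclusive = change between -60% and -40%, or beyond the set limit; inactive = change above -40%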; note: % is set by controls: 0 for no effect and ±100 for the full control effect
BLM helicase inh = blocks DNA unwinding by human BLM helicase; P54132; recombinant BLM DNA unwinding, fluorescence dequenching; Potency, µM (highest dose often 56.1 µM), inactives show at the highest dose activity change, negative = inhibition, usual class: inhibitors; 0.2% of 350,000 active; AID 2528;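 note: potency is the fitted concentration of half-maximal effect; plate controls were vehicle for no effect and no enzyme for full effect; nearly all actives have a fitted effect of over 35% in size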
* = called active by the depositor; i = inactive; u = inconclusive; x = not tested or not shown; & = joins results of further samples; [ ] = dose if it differs, or a comment. Unless noted, calls come from the whole dose curve; as a rule, active = well fitted curve in the direction sought with a large enough effect; inconclusive = small, poorly fitted or top-dose-only effect, or another doubt; inactive = no such curve, though single readings can be large; an effect the other way counts as inactive or inconclusive.

The first two entries (preview)
SMILES	POLB inh	POLK inh	Pol iota inh	PGK inhibitor	APE1 inh	Pol eta inh	Anesthetic bind	RXFP1 antag	BLM helicase inh
COc1ccc(S(=O)(=O)NCC(=O)N(CC(=O)NCC2CCCO2)c2c(C)cccc2C)cc1 (stereo not given)	15%	-10%	-3%	-6%	-3%	-14%	-10%	-4	-1%
O=C1CC(=O)C(n2cncn2)C(c2c(F)cccc2Cl)C1 (stereo not given)	1%	-5%	24%	-2%	-2%	0%	-7%	2	-2%

The list itself (from the top)
SMILES	POLB inh	POLK inh	Pol iota inh	PGK inhibitor	APE1 inh	Pol eta inh	Anesthetic bind	RXFP1 antag	BLM helicase inh
COc1ccc(S(=O)(=O)NCC(=O)N(CC(=O)NCC2CCCO2)c2c(C)cccc2C)cc1 (stereo not given)	15%	-10%	-3%	-6%	-3%	-14%	-10%	-4	-1%
O=C1CC(=O)C(n2cncn2)C(c2c(F)cccc2Cl)C1 (stereo not given)	1%	-5%	24%	-2%	-2%	0%	-7%	2	-2%
COc1cc(OC)c(OC)cc1CNC(=O)c1cc(=O)[nH]c2ccccc12	17%	5%	-16%	-12%	48%	-14%	-8%	-11	0%
COc1ccc2c(c1)c1c(c(=O)n(-c3ccc(OC)c(OC)c3)c(=O)n1Cc1ccccc1C)n2C	-20%	11%	13%	-2%	x	-8%	-2%	-2	-2%
Cc1cc(=O)oc2cc(OCC(=O)N3CCN(C(=O)c4ccco4)CC3)ccc12	26%	-10%	48%[activator]	5%	12%	-21%	-5%	3	-6%
CC(=O)NCC(=O)OCC(=O)c1ccc(C)cc1	13%	0%	6%	-5%	0%	17%	-12%	6	0%
CCN1CCN(CC(=O)Nc2cc(C)on2)CC1	27%	-7%	u	7%	17%	-11%	-2%	-25	0%
Cc1ccc(C)c(N2CCN(c3c(CN4CCCC4)c(=O)oc4ccccc34)CC2)c1	4%	-16%	18%	-23%	x	-4%	-7%	-11	4%
CC(C)(C)NC(=O)NC(=O)C[n+]1ccc(Cc2ccc([N+](=O)[O-])cc2)cc1	91%	0%	33%[activator]	i	2%	-19%	-9%	8	-3%
C/C(=N\OC(=O)c1c(-c2ccccc2Cl)noc1C)c1nccs1	3%	0%	-5%	1%	2%	-12%	-10%	10	-4%
CCCNCC(=O)Nc1cccc(S(=O)(=O)NC2=NCCCCC2)c1	x	-8%	96%[activator]	-9%	4%	3%	x	-3	x
CCCOc1ccc2c3c(c(=O)oc2c1OCCC)CCC3	u	-17%	6%	-6%	-3%	-13%	u	-1	-9%
CN(C)C1=NC[C@H](Cc2ccccc2)N1CCc1ccc(F)cc1	x	-6%	u	6%	7%	-2%	x	x	x
O=C1CC(Cc2ccccc2)C(=O)N1Cc1ccco1 (stereo not given)	u	-25%	u	-2%	-9%	u	u	7	0%
Nc1nc(SCC(=O)Nc2ccccc2)[nH]c(=O)c1-c1ccccc1	11%	-2%	-3%	-7%	3%	-4%	-13%	8	1%
CCOc1ccc(NC(=O)CN(C)C(=O)c2cc(-c3ccncc3)nc3ccccc23)cc1OCC	x	-1%	25%	i	23%	-13%	x	-3	x
COc1ccc(-c2csc3nc(C(C)(C)C)oc(=O)c23)cc1OC	-27%	-9%	9%	-8%	1%	-28%	-3%	-17	-9%
COc1ccc(N2C(=O)C(CC(=O)Nc3ccc(F)cc3)N(CCC3=CCCCC3)C2=O)cc1 (stereo not given)	20%	0%	14%	2%	x	-11%	-3%	x	-12%
COc1ccccc1-c1noc(CCCC(=O)Nc2cccc(C(F)(F)F)c2)n1	-15%	-14%[60.1 µM]	16%	-2%	x	-18%	-1%	-37	2%
O=C(NCCNC(=O)c1ccc(Cl)cc1Cl)c1cnccn1	-23%	1%	55%[activator]	i	36%	-22%	6%	-1	-8%
CCOc1ccccc1N/C(=C(/C(Cl)=C(Cl)Cl)[N+](=O)[O-])n1cncn1	-1%	-1%	-11%	i	-4%	-9%	u	-1	-4%
Nc1cccc(-c2cn3cc(C(F)(F)F)cc(Cl)c3n2)c1	-1%	2%	12%	-9%	-2%	1%	-1%	-2	-2%
O=C(Nc1ccc(-n2cccn2)cc1)C1CCCCN1Cc1cccc2c1OCO2 (stereo not given)	0%	0%	-17%	-7%	-14%	-3%	-5%	6	-9%
COc1ccc(C(C(=O)NC2CCCCC2)N2CCC3(CC2)OCCO3)cc1 (stereo not given)	13%	6%	11%	10%	-7%	8%	-8%	-3	0%
COC(=O)c1sc(S(=O)(=O)N2CCC(C)CC2)c(C(=O)OC)c1C	0%	-6%	-2%	-5%	-8%	-4%	u	-8	-13%
(next part)
SMILES	POLB inh	POLK inh	Pol iota inh	PGK inhibitor	APE1 inh	Pol eta inh	Anesthetic bind	RXFP1 antag	BLM helicase inh
CC(C)C(NC(=O)c1ccccc1)C(=O)NCCc1ccccc1 (stereo not given)	29%	1%	59%[activator]	-5%	9%	-17%	-5%	0	-2%
Cc1cccc(C)c1NC(=O)CSC(=O)c1sc2ccccc2c1Cl	-2%	-3%	68%[activator]	0%	0%	-16%	-5%	-5	-7%
COc1ccc(S(=O)(=O)Nc2cccc(/C=C/C(=O)O)c2)cc1	4%	2%	9%	-2%	25%	-13%	-9%	x	0%
CC(=O)Nc1cccc(C(=O)OCC(=O)NNC(=O)c2cccs2)c1	x	-5%	13%	13%	-5%	1%	x	3	x
COC(=O)Nc1ccc(S(=O)(=O)N2CCC(Cc3ccccc3)CC2)cc1	-14%	-17%	2%	4%	-4%	-2%	44%[activator]	-17	-14%
CN1C(=O)c2ccccc2Sc2ccc(NC(=O)c3ccc(C(F)(F)F)cc3)cc21	-1%	1%[60.1 µM]	8%	-5%	x	-12%	2%	7	-4%
COc1ccc2nc(SCC(=O)N3CCN(c4ccc(F)cc4)CC3)c(C#N)cc2c1	u	-8%	u	-4%	4%	-9%	-9%	-5	-5%
COc1cccc(-c2nc(-c3ccccn3)no2)c1	7%	-22%	22%	u	-4%	9%	u	-7	4%
CCN(CC)S(=O)(=O)c1cc(C(=O)Nc2cccnc2)ccc1Cl	-25%	1%	-11%[58.9 µM]	i	6%	-13%	-13%	-1	-9%
Cc1ccc(NC(=O)Cc2ccccc2F)cc1S(=O)(=O)N1CCCCCC1	x	2%	-12%	i	19%	-20%	x	0	x
CC(NC(=O)c1ccc(S(=O)(=O)C(F)F)cc1)c1ccccc1 (stereo not given)	34%	-13%	113%[activator]	-5%	12%	-18%	-5%	-3	-6%
CCOC(=O)C1CCCCN1C(=O)CCc1nnc(-c2ccc3c(c2)OCO3)o1 (stereo not given)	x	-8%	37%[activator]	-8%	x	-7%	x	-11	x
CCCCN1C(Nc2ccccc2)=NC[C@@H]1CC(C)C	x	-5%	u	-7%	7%	1%	x	x	x
O=c1[nH]c2ccccc2nc1/C=C/c1ccc(O)cc1	-17%	-8%	32%	i	4%	-20%	74%[activator]	1	-8%
COc1ccc(CCNC2CC(=O)N(CCc3ccc(OC)c(OC)c3)C2=O)cc1OC (stereo not given)	1%	-15%	25%	0%	0%	-15%	-10%	x	-4%
CN(Cc1ccc(C(C)(C)C)cc1)C(=O)Cc1ccc(S(=O)(=O)N2CCOCC2)s1	x	-7%	0%	i	-27%	-10%	x	6	x
COc1ccc(N2C(=O)CC(Sc3nc(C)c4c(n3)CCCC4)C2=O)cc1 (stereo not given)	2%	2%	2%	0%	21%	-12%	-21%	11	-5%
COc1cccc(C2N=C(c3ccccc3C)NO2)c1OC (stereo not given)	0%	-20%	25%	0%	38%	-8%	-7%	10	-4%
O=[N+]([O-])c1ccc(C(O)C[n+]2ccccc2)cc1 (stereo not given)	-2%	-2%	-3%	i	15%	-6%	-2%	-4	-2%
CC12CCC(=O)N1C(C(=O)NNC(=O)c1ccccc1Cl)CS2 (stereo not given)	x	-8%	-7%	-1%	12%	0%	x	-1	x
O=C(O)c1cccc(N2C(=O)c3cccnc3C2=O)c1	1%	-7%	6%	i	-4%	-3%	-15%	-10	1%
CCOC(=O)C1(Cc2cccc(Cl)c2)CCCN(C(=O)c2ccco2)C1 (stereo not given)	25%	1%	8%	-4%	4%	-7%	-14%	-9	0%
COc1ccc(CCNC(=O)CSc2nnc(Cc3csc(N)n3)n2C)cc1OC	6%	1%	14%	-10%	-2%	-13%	-7%	-3	-1%
O=C(O)CCn1cc(-c2ccc(Cl)cc2)nc1-c1ccc(Cl)nc1	x	-10%	-13%	i	0%	-3%	x	x	x
COc1cc(OC)c2ccc(=O)oc2c1C(CCN1CCCC1)c1ccc(N(C)C)cc1 (stereo not given)	-13%	8%&5%	-10%&-3%	i	-5%&12%	-10%	-16%&-6%	x	1%&-1%
Next part.
SMILES	POLB inh	POLK inh	Pol iota inh	PGK inhibitor	APE1 inh	Pol eta inh	Anesthetic bind	RXFP1 antag	BLM helicase inh
COC(=O)Nc1ccc(S(=O)(=O)N2CCCC(C(=O)N3CCC(C)CC3)C2)cc1 (stereo not given)	u	5%	82%[activator]	-8%	3%	-6%	-11%	-3	-1%
O=C(NCCCn1ccnc1)c1cc2cc([N+](=O)[O-])ccc2oc1=O	1%	-28%	1%	5%	2%	7%	-2%	8	-1%
COc1ccc2c(c1)c1ccc3c(c1n2C)C(=O)C=CC3=O	19%	3%	18µM*	-3%	u	-4%	-11%	-17	-16%
O=c1ccc(Cc2ccccn2)n[nH]1	0%	-19%	-2%	-9%	u	5%	-4%	2	-4%
CCOC(=O)c1c(C)[nH]c(C)c1S(=O)(=O)N1CCC(C(=O)NCc2ccccc2Cl)CC1	-17%	-7%	-1%	-3%	x	-6%	-12%	x	-3%
O=S(=O)(c1ccc(S(=O)(=O)N(Cc2cccs2)CC2CCCO2)cc1)N1CCCCC1 (stereo not given)	21%	-3%	-10%	-1%	-5%	-11%	u	-12	-7%

Screens deposited in PubChem BioAssay by National Center for Advancing Translational Sciences (NCATS).

The list is partial, so the mix of outcomes need not match the whole.
